SSB-PriA inh: inhibitors of Klebsiella pneumoniae PriA binding to SSB C-terminal tail, primary screen, biochemical, AlphaScreen. PriA–SSB C-terminal tail interaction (Klebsiella pneumoniae). AlphaScreen SSBct-PriA binding, biotinylated peptide. inhibition, % at 33 µM. 430,000 tested, 0.6% active; in the data active = inhibition mostly above about 37%, no sharp cut-off; inactive = mostly below about 20%;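 note: plate controls were negative control peptide for no effect and reference peptide for full effect; strong numbers were not always called active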
Y pestis TopoI: Yersinia pestis topoisomerase I inhibitors, primary screen, biochemical, cleavage product accumulation, plate reader, single point | DNA topoisomerase I (Yersinia pestis CO92) | Y. pestis Topo-I cleavage product accumulation | activity, % at 10 µM | 360,000 tested, 0.064% active | AID 504884, 2011; in the data active = activity above about 50%, passing the limit was not always enough; note: inactives centre near 2
SARS 3CLpro inh: SARS-CoV 3CLpro protease inhibitors, primary screen, biochemical, quenched FRET. recombinant SARS-CoV 3CLpro, quenched FRET peptide cleavage. Replicase polyprotein 1ab (Severe acute respiratory syndrome coronavirus), P0C6X7. AID 1706, 2009. inhibition, % at 6 µM. 290,000 tested, 0.14% active; in the data active = inhibition above about 12%
CCHFV vOTU inh: CCHFV vOTU protease inhibitors, primary screen, biochemical, Pep-AMC substrate, fluorescence | Crimean-Congo hemorrhagic fever virus L polyprotein viral ovarian tumor (vOTU) protease … | inhibition, % at 11.5 µM | 370,000 tested, 0.55% active; in the data active = inhibition above about 30%; note: 0% = vehicle wells with enzyme and 100% = no enzyme wells
TcdB GH inh: TcdB glycohydrolase inhibitors, primary screen, biochemical, single point, plate reader; TcdB glycohydrolase enzymatic assay; AID 652162, 2013; inhibition, % at 9.99 µM; 350,000 tested, 0.24% active; in the data active = inhibition above about 10%
Rv3671c inh: Rv3671c serine protease inhibitors, primary screen, biochemical, fluorescence polarization, M. tuberculosis H37Rv; AID 2606, 2010; P9WHR9; inhibition, % at 5.96 µM; 320,000 tested, 0.048% active; in the data active = inhibition above about 38%;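 note: extracellular domain of Rv3671c used as enzyme; 0% = enzyme with DMSO and 100% = no enzyme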
Target sequence (P9WHR9 whole entry, looked up, the tested form may be a part): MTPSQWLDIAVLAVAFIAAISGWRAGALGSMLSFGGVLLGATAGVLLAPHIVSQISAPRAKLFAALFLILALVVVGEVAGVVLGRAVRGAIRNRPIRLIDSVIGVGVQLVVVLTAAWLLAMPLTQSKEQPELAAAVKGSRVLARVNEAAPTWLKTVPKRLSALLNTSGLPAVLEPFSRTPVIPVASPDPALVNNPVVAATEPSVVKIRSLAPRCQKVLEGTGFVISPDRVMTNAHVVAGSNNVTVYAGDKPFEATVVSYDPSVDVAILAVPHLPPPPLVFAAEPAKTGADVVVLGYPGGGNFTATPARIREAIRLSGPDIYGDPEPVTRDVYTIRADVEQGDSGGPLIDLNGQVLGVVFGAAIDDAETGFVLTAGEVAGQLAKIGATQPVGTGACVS
MazF activator: activators of E. coli MazEF toxin-antitoxin RNase, primary screen, biochemical, fluorescence, uHTS; Endoribonuclease toxin MazF (Escherichia coli (strain K12)), P0AE70; FAM/BHQ RNA-DNA oligo cleavage fluorescence, 5 h; activation, % at 20 µM; 350,000 tested, 0.32% active; AID 504720, 2011; in the data active = activation above about 50%
Target sequence (P0AE70 whole entry, looked up): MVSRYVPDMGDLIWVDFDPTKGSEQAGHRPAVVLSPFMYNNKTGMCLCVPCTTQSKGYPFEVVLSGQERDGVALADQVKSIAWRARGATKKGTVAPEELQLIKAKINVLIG
BH1578 lux ind: inducers of Vibrio cholerae quorum light production without autoinducers, primary screen, BH1578 luxS cqsA deficient, single point; activation, % at 18.7 µM; V. cholerae BH1578 lux reporter, luminescence, 6 h; 350,000 tested, 0.16% active; in the data active = activation mostly above about 9.7%, no sharp cut-off; note: not every result past the cut was called active; inactives centre near 0; reference of the scale not given here
PrPC TRFRET: inhibitors of human cell surface prion protein PrPC, primary screen, cell-based, TR-FRET. 370,000 tested, 0.43% active. TR-FRET read-out. Major prion protein (Homo sapiens), P04156. inhibition, % at 13.8 µM; in the data active = inhibition above about 24%; note: 0% = median of the test wells and 100% = reference compound wells
VHR inh abs: VHR1 phosphatase inhibitors, primary screen, biochemical, absorbance, uHTS; Dual specificity protein phosphatase 3 (Homo sapiens), P51452; recombinant VHR phosphatase, pNPP absorbance; inhibition, % at 13.3 µM; 290,000 tested, 0.52% active; in the data active = inhibition above about 50%; note: some compounds called inactive have numbers as strong as hits
Target sequence (P51452 whole entry, looked up): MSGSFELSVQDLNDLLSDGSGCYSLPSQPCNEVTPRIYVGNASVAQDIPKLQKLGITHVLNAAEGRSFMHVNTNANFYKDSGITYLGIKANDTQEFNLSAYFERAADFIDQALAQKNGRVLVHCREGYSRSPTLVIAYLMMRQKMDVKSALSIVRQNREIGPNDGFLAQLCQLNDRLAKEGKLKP
* marks the source's active call; other numbers are inactive results; i = inactive; x = no result given; & = joins results of further samples. Some of the compounds tested (hit frequency here may not be typical).

smiles,CCHFV vOTU inh,PrPC TRFRET,SSB-PriA inh,Rv3671c inh,MazF activator,Y pestis TopoI,BH1578 lux ind,TcdB GH inh,SARS 3CLpro inh,VHR inh abs
Cc1ccc(CN2CCSc3ccc(C(=O)NC4CCN(Cc5ccccc5)CC4)cc32)cc1,-9,4,4,-10,8,-1,0.4,0.1,-3,38
COC(=O)c1c(NC(=O)C2C3CCC(C3)C2C(=O)O)sc2c1CCCCC2 (configuration not stated),9,-3,0,1,2,16,2.1,1.1,1,38
CCCCCCCC1CC(CSC(=N)N)OC1=O (configuration not stated),10,-10,-12,1,10,1,i,x,4,-15
COc1ccccc1OCCNC(=O)c1ccc(NC(=O)CC2SC(N3CCCC3)=NC2=O)cc1 (configuration not stated),-1,1,-12,x,10,31,i,2.7,x,x
C/C(=N\NC(=O)C1CC1)c1ccc(OC(F)F)cc1,4,3,x,-2,5,4,-0.6,-0.2,-3,17
Cc1ccc(CNC(=O)CS(=O)Cc2nc(-c3ccccc3C)oc2C)cc1 (configuration not stated),10,2,-14,0,2,20,1.1,-11,2,-6
COc1ccc(CCNC(=O)COc2ccc3c(c2)OCO3)cc1,-13,-3,5,6,1,9,i,1.6,x,x
CC(=O)Nc1ccc(SCCN2CC[C@@H](C(C)(C)C)CCC2=O)cc1,1,3,12,-1,0,16,14,1.3,x,x
Cc1ccsc1/C=N/Nc1nc2ccccc2s1,8,1,x,-4,5,2,-1.9,-0.2,-2,-5
CCCN(Cc1nnc(-c2ccccc2Cl)o1)C(=O)c1cc([N+](=O)[O-])cc([N+](=O)[O-])c1,3,-33,4,2,-7,-1,-2.0,0.6,7,11
CC1CN(CC(O)COC2CCC(C(C)(C)C)CC2)CC(C)O1 (configuration not stated),-8,2,3,3,-1,18,-0.6,1.6,-4,-2
Cc1ccc(CNC(=O)CCS(=O)(=O)c2cc3c(cc2Cl)NC(=O)CO3)o1,-3,-2,12,1,1,-4,i,1.1,1,9
Cc1nnc(SCc2nc3sc4c(c3c(=O)[nH]2)CCCC4)n(N)c1=O,-11,7,-1,-7,6,x,x,0.0,3,36
CCOP(=O)(OCC)C(NC(=O)c1cccc(C)c1)C(Cl)(Cl)Cl (configuration not stated),2,5,-15,7,3,5,i,0.9,3,27
COc1ccc(NC(=O)COC(=O)c2ccc(-n3cnnn3)cc2)cc1Cl,-6,1,-19,-15,1,4,-0.4,4.8,x,x
C[N+]1(CCNC(=O)/C=N/O)CCCCC1,9,-3,x,2,-1,4,i,x,0,2
COC(=O)CC(NC(=O)c1ccco1)c1ccc(C(C)C)cc1 (configuration not stated),13,-1,-4,4,4,0,0.9,x,4,-6
COCCNC(=O)c1cc(-c2ccccn2)nc2ccc(S(=O)(=O)N3CCC(C)CC3)cc12,-8,2,-8,-2,-3,8,-0.9,0.8,0,6
CCC1(CC)C(=O)NC(=Nc2cccc(C(F)(F)F)c2)NC1=O,-1,-6,-7,-3,6,5,-0.4,0.4,0,-16
C=CCNC(=S)N1CCOCC1,7,-2,4,2,6,7,i,-0.9,-1,27
Cc1cccc(N2CCN(S(=O)(=O)c3cccs3)CC2)c1C,0,1,-25,4,-7,28,i,1.4,-1,-9
COc1ccc(-c2nc(CN3CCN(c4ncnc5ccccc45)CC3)c(C)o2)c(OC)c1,3,3,15,-8,-3,3,-0.1,1.8,-2,34
C=CCN=C1SCC(=O)N1S(=O)(=O)c1ccccc1,-7,7,-12,-2,-11,10,-0.3,x,2,15
CC(C)(C)Nc1nc(Cl)nc(NCCN2CCOCC2)n1,-9,-3,-5,4,3,3,0.2,1.1,1,-5
COc1ccccc1CN1C(=O)CCC1(C)C(=O)NC1CCCCCC1 (configuration not stated),-5,3,-10,-5,-1,4,x,x,-3,-4
COc1ccc(C(=O)NNC(=O)Cc2nc3nc(C)cc(C)n3n2)cc1,14,2,-9,3,6,6,-0.3,1.4,-6,-9
CC1CCCCC12NC(=O)N(CC(=O)NCCc1ccccc1)C2=O (configuration not stated),4,0,-9,-6,8,5,i,2.6,x,x
COc1ccc(Cl)cc1C(=O)NNC(=O)CCNS(=O)(=O)c1ccccc1,-17,-3,-11,-1,1,5,-0.4,0.7,x,x
COc1ccc(NC(=O)CSc2ccccn2)cc1OC,4,5,-9,4,10,-1,x,x,5,28
C/C(=C\C(=O)C(F)(F)F)Nc1cc(C)cc(C)c1,6,2,x,7,1,-5,-0.5,x,1,29

Of the compounds above, these have fluorine.
smiles,CCHFV vOTU inh,PrPC TRFRET,SSB-PriA inh,Rv3671c inh,MazF activator,Y pestis TopoI,BH1578 lux ind,TcdB GH inh,SARS 3CLpro inh,VHR inh abs
C/C(=N\NC(=O)C1CC1)c1ccc(OC(F)F)cc1,4,3,x,-2,5,4,-0.6,-0.2,-3,17
CCC1(CC)C(=O)NC(=Nc2cccc(C(F)(F)F)c2)NC1=O,-1,-6,-7,-3,6,5,-0.4,0.4,0,-16
C/C(=C\C(=O)C(F)(F)F)Nc1cc(C)cc(C)c1,6,2,x,7,1,-5,-0.5,x,1,29

Next structures
smiles,CCHFV vOTU inh,PrPC TRFRET,SSB-PriA inh,Rv3671c inh,MazF activator,Y pestis TopoI,BH1578 lux ind,TcdB GH inh,SARS 3CLpro inh,VHR inh abs
O=C(O)CCn1c2c(c3ccccc31)CCCC2,-3,-1,-3,-5,30,1,0.3,-0.5,1,2
O=C(NCC1CCCO1)c1ccc(CNS(=O)(=O)c2ccc(F)c(Cl)c2)cc1 (configuration not stated),-15,4,-6,-3,-10,-10,-0.4,0.0,0,18
COc1ccccc1NC(=O)NCCN1CCN(C(=O)Nc2ccccc2OC)CC1,-7,1,-7,4,-24,9,-0.4,0.9,0,14
CCc1ccc2c(c1)C(=O)CCC2,7,-9,-11,x,-1,-4,i,1.2,x,x
OC[C@@H]1[C@@H](c2ccc(Cl)cc2)C(c2cccc(Cl)c2)=NN1c1ccccc1,-46,1,-30,x,2,-20,-1.1,0.3,x,x
CC(C)[C@H](NC(=O)c1ccc(F)cc1)C(=O)NC1=NCCS1,3,5,-9,5,-1,6,1.5,2.2,1,8
CCN(CC)CCNC(=O)c1ccc(NC(=O)c2cccc(-n3cnnn3)c2)cc1,6,0,-8,-12,1,0,i,0.0,x,x
COCCNC(=S)NC1CC2CCCC(C1)N2Cc1cccs1 (configuration not stated),-11,-5,-14,1,1,14,i,1.5,4,20
O=c1oc2ccccc2cc1-c1nc(-c2ccccc2)no1,x,x,-6,-9,10,-6,-0.2,x,2,13
Fc1ccc(-[n+]2nc(Nc3ccccc3)sc2-c2c3ccccc3cc3ccccc23)cc1,-2,4,23,4,15,-25,-0.4,6.2,3,-2
CCC1Oc2ccccc2N(CC(=O)N2CC(C)CC(C)C2)C1=O (configuration not stated),17,9,x,x,-1,-8,i,2.4,x,x
COC(=O)[C@@]12CCCN1[C@H](c1ccc(-c3ccc4c(c3)OCO4)c(OC)c1)[C@H]1C(=O)N(C)C(=O)[C@H]12,3,0,3,-15,3,17,-1.0,0.5,x,x
CCn1ncc(Br)c1C(=O)Nc1ccc(F)cc1F,1,-3,-19,8,-7,2,i,0.0,-4,-13
CC1(C)CC(=O)C(C=NCCN2CCN(C(=O)c3ccc(Br)cc3)CC2)=C(O)C1,0,7,-15,-5,7,-11,-0.1,x,2,0
O=C(c1ccc(-c2nnc(Nc3cccc(Cl)c3)c3ccccc23)cc1)N1C[C@H]2C[C@H](C1)c1cccc(=O)n1C2,9,-14,8,-6,-1,8,0.6,x,1,28
O=C(Cc1ccc(F)cc1)N/N=C/c1ccncc1,-8,2,x,-7,-10,-3,i,x,-7,-8
Cc1ccc(NC(=O)CN2CCC(NC(=O)Cc3ccccc3)CC2)cc1C,8,2,-21,3,-14,6,i,1.8,1,6
Cc1[nH]c2ccccc2c1/C=N/Nc1nc(Nc2ccccc2)nc(N2CCOCC2)n1,-13,-7,x,11,9,-34,i,x,1,12
C=CCN1C(=O)NC(=O)/C(=C/c2ccc(OC)c(CSc3ccccn3)c2)C1=O,2,-5,-14,-3,-18,9,-0.4,x,-2,2
CCCCC(CC(O)COCC(C)C)C(=O)NNC(=S)Nc1ccccc1 (configuration not stated),11,-2,-8,-20,-2,-5,i,-0.3,-1,28
Cc1nc2c(C)cccn2c(=O)c1NC(=O)c1cccs1,-3,4,0,2,3,14,i,0.0,x,x
c1ccc(-n2nnnc2Sc2n[nH]c(-c3ccncc3)n2)cc1,-4,1,-2,3,0,2,i,x,-1,4
CCNC(=O)C1(C)CCCN(Cc2noc(-c3c(C)noc3C)n2)C1 (configuration not stated),2,9,x,x,x,-4,i,-2.5,x,x
Cc1cccc(NC(=O)c2sc(Cl)nc2C)c1C,-10,-1,4,-14,11,-2,-6.2,x,2,4
COP(=O)(Cc1ccc(C#N)o1)OC,2,-4,-7,4,-3,9,i,0.5,-2,12
CCOC(=O)c1ccccc1N=N/C(C(C)=O)=C(/C)O,-8,6,x,-14,2,5,i,-0.7,0,43
COc1cc(CN2CC3CC(C2)c2cccc(=O)n2C3)cc(OC)c1OC (configuration not stated),-3,-10,15,-2,2,0,-0.4,1.2,-5,18
Cc1ccc(C(=O)NCC(=O)OCC(=O)/C=C2\N(C)c3ccccc3C2(C)C)cc1C,11,6,5,-14,-11,14,-0.4,0.0,0,-5
CCCC1=NCCn2cccc21,-5,5,-5,-12,3,-5,-0.4,x,-2,32
Cc1ccc(NC(=O)c2ccccc2F)cc1S(=O)(=O)N1CCCCCC1,1,-22,-10,-4,13,35,i,0.7,2,19
CCCCn1nc(C(=O)Nc2nc3c(s2)CCCC3)c2ccccc2c1=O,5,-4,-3,-22,3,5,i,1.2,6,6
O=[N+]([O-])c1ccccc1/C=N/N1CCN(c2ccc(Cl)cc2)CC1,9,3,x,7,-3,7,-0.2,x,-9,-6
NC(=S)NNC(=O)c1cccc(Cl)c1,-8,3,-2,2,7,-13,-1.3,-0.1,-5,10
CCc1ccc2[nH]c(=O)c(C(c3nnnn3CC3CCCO3)N3CCCc4ccccc43)cc2c1 (configuration not stated),-2,-3,4,3,2,29,-0.3,x,6,22
COCCNC(=O)c1ccc(CS(=O)(=O)c2ccccc2OC)o1,0,10,-6,-11,-6,1,-7.7,0.1,7,-5
CCOC(=O)C(NC(=O)C1C(C)N1S(=O)(=O)c1ccc(C)cc1)C(=O)OCC (configuration not stated),11,5,-20,6,2,1,i,0.7,-5,-9
C/C(=N\NC(=O)c1cc(Br)ccc1O)c1cccc(NC(=O)c2ccccc2F)c1,-1,-3,x,7,0,-7,-1.9,0.6,2,13
C[C@H](CO)N1C[C@H](C)[C@@H](CN(C)S(=O)(=O)c2ccccc2)OCCCC[C@H](C)Oc2ccc(NC(=O)CCC(F)(F)F)cc2C1=O,19,-1,x,x,8,21,i,0.3&0.6,x,x
CS(=O)(=O)N1CCN(C(=O)COc2ccccc2)CC1,3,-4,0,6,5,7,-0.5,0.7,4,-18

Bioassay records from PubChem BioAssay.
